# Screening data: PubChem, National Center for Advancing Translational Sciences (NCATS)
# GAA spleen mod: inhibits or activates alpha-glucosidase in human spleen homogenate. P10253. human spleen homogenate, 4-MU-alpha-glucoside fluorescence. Potency, µM (series often up to 79.9 µM), without a hit: at the top dose activity change, negative = inhibition, hits mostly inhibitors. 0.006% of 240,000 active. AID 2112;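 note: potency is the fitted concentration of half-maximal effect; 0% = enzyme with vehicle and -100% = no enzyme basal signal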
#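 Enzyme source: human spleen homogenate, 1 ug/well. Buffer 50 mM citric acid/K phosphate pH 5.0, 0.01% Tween-20. 4-MU-alpha-glucoside 1 mM; 37 C x 40 min; NaOH/glycine stop; fluorescence.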
# Lamin A splicing: changes lamin A minigene splicing in HeLa cells | HeLa LMNA splicing GFP/RFP minigene ratio, 48 h | Potency, µM (highest dose often 46.1 µM), for inactives: at the top dose ratio change, negative = inhibition, usual class: inhibitors | 0.01% of 200,000 active | AID 1487; active = well fitted inhibition curve with a large enough effect in the signal ratio, with a control signal flat, not every such curve was filed as active; inconclusive = small, poorly fitted or top-dose-only effect, or effect the other way, or a change in a side signal; the % refers to the signal ratio; note: potency is the fitted concentration of half-maximal effect; % is set by controls: 0 for no effect and ±100 for the full control effect
#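 S3 HeLa cells stably expressing lamin A-EGFP splicing minigene plus DsRed2, 600 cells/well, 48 h compound exposure at 37C. Laser-scanning cytometry; analysed as GFP (500-530 nm)/RFP (575-640 nm) total intensity ratio; 0.5% DMSO vehicle.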
# CBFb-RUNX1 inh: CBF-beta/RUNX1 interaction disruption; Q01196+Q13951; AlphaScreen CBFb-His/RUNX1-biotin binding, biochemical; Potency, µM (top dose mostly 59.8 µM), for the others: top-dose activity, negative = inhibition, hits mostly inhibitors; 230,000 tested, under 10 active; note: % of control where 0% means no effect
# Target sequence (Q01196 whole entry, looked up): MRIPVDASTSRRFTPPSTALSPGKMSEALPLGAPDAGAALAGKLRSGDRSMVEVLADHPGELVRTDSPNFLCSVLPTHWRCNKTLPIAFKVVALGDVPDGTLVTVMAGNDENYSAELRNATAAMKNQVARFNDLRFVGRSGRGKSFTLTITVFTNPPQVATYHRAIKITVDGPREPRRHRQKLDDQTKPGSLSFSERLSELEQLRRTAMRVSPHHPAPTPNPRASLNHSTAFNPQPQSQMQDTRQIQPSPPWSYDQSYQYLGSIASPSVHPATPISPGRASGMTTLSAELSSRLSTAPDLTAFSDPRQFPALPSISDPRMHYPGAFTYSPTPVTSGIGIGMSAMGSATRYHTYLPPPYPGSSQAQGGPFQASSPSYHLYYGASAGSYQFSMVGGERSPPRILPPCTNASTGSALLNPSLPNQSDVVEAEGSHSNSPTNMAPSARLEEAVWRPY
# Target sequence (Q13951 whole entry, looked up): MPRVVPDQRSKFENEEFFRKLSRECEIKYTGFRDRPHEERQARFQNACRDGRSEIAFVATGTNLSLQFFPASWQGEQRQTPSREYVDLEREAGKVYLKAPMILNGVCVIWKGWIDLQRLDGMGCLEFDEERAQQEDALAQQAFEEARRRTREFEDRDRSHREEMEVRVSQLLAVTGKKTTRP
#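 His-tagged CBF-beta and biotinylated RUNX1 (30 nM each) were premixed 20 min at room temperature, exposed to compound for 15 min, then given nickel-chelate and streptavidin AlphaScreen beads (50 ng each). After 90 min, AlphaScreen signal was read.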
# HTT cytoprotect: protects HTT-Q103 PC12 cells, measured by ATP; PC12 HTT-Q103 induced, cytoprotection, ATP luminescence, 40 h; AID 1471; Potency, µM (series often up to 56.4 µM), for inactives: cytoprotection (ATP increase), actives largely listed as activators; 0.14% of 230,000 active;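 note: potency is the fitted concentration of half-maximal effect; % of control where 0% means no effect; nearly all actives have a fitted effect of over 45% in size; toxic huntingtin expression switched on by the ecdysone agonist tebufenozide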
#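 Stable PC12 Q103-GFP cells in serum-supplemented, phenol red-free DMEM; induction by tebufenozide at 100 nM final; compound dose series; cell viability quantified luminescently from ATP.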
# GAA glycogen: inhibitors or activators of human alpha-glucosidase glycogen cleavage; recombinant GAA, glycogen substrate, Amplex Red glucose oxidase fluorescence; Potency, µM (series often up to 76.4 µM), for inactives: at the highest dose activity change, negative = inhibition, most hits filed as inhibitors; AID 2100; 0.38% of 300,000 active; P10253;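 note: potency is the fitted concentration of half-maximal effect; 0% = full enzyme reaction and -100% = no-enzyme basal signal; the screen sought inhibitors and activators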
#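 Recombinant human alpha-glucosidase (4 nM final) hydrolysed bovine liver glycogen (30 ug) for 40 min at 37 C in pH 5.0 citrate/phosphate with 0.01% Tween-20. Released glucose detected by glucose oxidase/Amplex Red, Ex 573/Em 610 nm. Compounds up to 77 uM; AC50 from Hill fits.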
# HttQ103 aggreg: reduces HttQ103-GFP aggregates in PC12 cells. 1.1% of 220,000 active. PC12 HttQ103-GFP aggregates, Acumen cytometry, 40 h. Potency, µM (series often up to 46.1 µM), without a hit: top-dose activity change, negative = inhibition, hits mostly inhibitors; note: potency is the fitted concentration of half-maximal effect; % is set by controls: 0 for no effect and ±100 for the full control effect; nearly all actives have a fitted effect of over 60% in size
#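 Quantitative HTS on tebufenozide-induced (100 nM) PC12 cells stably expressing polyQ103 Huntingtin exon 1–GFP. Reduction of bright GFP aggregates, detected by laser scanning cytometry after lysis, identified actives across the titration.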
# GAA inh: blocks human lysosomal alpha-glucosidase | Potency, µM (titrated, usually from 76.9 µM), without a hit: top-dose activity change, negative = inhibition, most hits filed as inhibitors | purified human GAA, 4-MU-alpha-glucoside fluorescence | 0.005% of 200,000 active;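 note: potency is the fitted concentration of half-maximal effect; plate controls were uninhibited enzyme wells for no effect and no-enzyme background for full effect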
#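 Human alpha-glucosidase, 4 nM, pre-mixed with test compounds before 400 uM 4-methylumbelliferyl substrate; 20 min room temperature at pH 5.0. Fluorescence read after pH 10 stop; AC50 values from Hill-equation fits.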
# An asterisk follows results filed as active; ? = inconclusive; . = no result given; [ ] = dose if it differs, or a comment. Unless noted, calls come from the whole dose curve; as a rule, active = well fitted curve in the direction sought with a large enough effect; inconclusive = small, poorly fitted or top-dose-only effect, or another doubt; inactive = no such curve, though single readings can be large; an effect the other way counts as inactive or inconclusive.
SMILES,GAA spleen mod,Lamin A splicing,CBFb-RUNX1 inh,HTT cytoprotect,GAA glycogen,HttQ103 aggreg,GAA inh
Cn1ncc2c(NNC(=O)C3CCCCC3)ncnc21,-1.5%,.,0.2%,-15.6%,-2.4%,11.1%,-2.4%
O=C(c1ccc(F)cc1)C1CCN(C(=O)N2CCOCC2)CC1,-7.6%,-7.0%,-3.3%,2.8%,1.7%,-8.7%,3.1%
CN1CCC(=O)N([C@H](CSc2ccc(Br)cc2)Cc2ccccc2)CC1,-18.1%,.,23.0%,-17.5%[10 µM],1.1%,9.6%[9.22 µM],.
NC(=O)CC(NC(=O)Cc1ccc(Br)cc1)c1ccc(NCc2cc(F)ccc2F)c([N+](=O)[O-])c1 (stereo not drawn),-2.0%,.,5.6%,-25.0%[10 µM],-3.7%,-3.8%[9.22 µM],.
Cc1cc(-n2nc(C)cc2C)nc(NS(=O)(=O)c2ccccc2Cl)n1,8.3%,-0.2%,1.2%,-1.2%,1.3%,15.7%,?
CC(=O)Nc1ccc(S(=O)(=O)Oc2ccc(/C=N/N=C3/NC(=O)C(CC(=O)O)S3)cc2)cc1 (stereo not drawn),-27.8%,-10.5%[46 µM],-9.0%,.,-1.6%,.,-0.6%
Cc1ncc(CN2CCN(C(C)C)C(CCO)C2)s1 (stereo not drawn),4.8%,0.1%[46 µM],-2.2%,7.6%[10 µM],-1.0%,-5.0%[9.22 µM],-6.2%
CSc1nc(C)cc(SCC(=O)N/N=C/c2ccccc2)n1,1.3%,?,-0.9%,2.8%[10 µM],-16.6%,10.6%,0.5%
CC1(C)Cc2cccc(Oc3ccc(S(=O)(=O)N4CCCCC4)cn3)c2O1,-0.9%,-20.0%[46 µM],14.2%,12.7%[10 µM],4.2%,1.5%,-7.2%
COCCOC(=O)C1=C(C)NC2(O)c3ccccc3C(=O)C12O (stereo not drawn),2.8%,.,-3.3%,-16.5%,-14.4%,-17.6%,0.5%
CN(C)c1ccc(C(=S)N2CCN(c3ccc([N+](=O)[O-])cc3)CC2)cc1,3.8%,.,4.4%,-4.2%[10 µM],-2.6%,-6.6%[9.22 µM],-1.2%
CCCCOC(=O)Nc1nnc(-c2ccccc2OC)s1,10.0%,-5.9%,7.2%,1.2%,1.9%,7.7%,4.2%
COc1cc(NC(=O)C2CCCC2)c(OC)cc1Cl,-4.6%,2.1%,-2.4%,-15.7%,-1.3%,-18.2%,-8.1%
COc1ccc(Cn2c(-c3ccco3)nc3oc4ccccc4c(=O)c3c2=O)cc1,0.8%,20.8%,8.8%,-1.9%[1.9 µM],3.0%,8.9%,0.0%
N#CCSc1nc2c(cc1C#N)CCCCCC2,-14.0%,-19.2%,15.9%,-11.6%[10 µM],-0.4%,?,7.4%
Cc1cc(C)c(OCCCCN2CCC(C)CC2)c(Br)c1,0.1%,.,-4.0%,-17.0%,-2.2%,-16.2%,-9.1%
COc1ccc(OC)c(/C=N/NC(=O)Cc2nc3ccccc3[nH]2)c1,3.3%,?,4.2%,1.1%[10 µM],-6.3%,10.6%,-1.7%
COc1ccc(C(=O)N/N=C/c2sc3ccccc3c2O)cc1,-1.0%,?,?,-80.1%[inhibitor][10 µM],-4.4%,11.2µM*,0.1%
CCCCn1c(-c2ccc(Cl)cc2)nc2c(=O)n(C)c(=O)[nH]c21,-4.5%,-1.4%,7.0%,7.8%,-0.8%,-17.4%,3.7%
O=C(Nc1ccccc1)NN1CC(=O)N(c2ccc(Cl)cc2)CC1=O,-0.5%,.,5.1%,10.2%[10 µM],-3.8%,-9.2%[9.22 µM],.
O=C(c1cccc(Cl)c1)N1CCC(N2CCC(C(=O)N3CCOCC3)CC2)CC1,8.9%,.,7.6%,-7.0%[10 µM],-11.0%,-5.8%[9.22 µM],.
CCSc1nnc(NC(=O)CCc2ccccc2)s1,-3.6%,-1.4%,1.8%,5.8%,4.5%,-13.2%,0.5%[15.4 µM]
COc1cc(CN2C(=O)C(NC(=O)c3ccco3)(C(F)(F)F)C3=C2CC(C)(C)CC3=O)cc(OC)c1 (stereo not drawn),8.2%,-8.9%,0.9%,4.5%,-10.0%,-0.9%,1.2%
O=C(NCCc1ccccc1)c1ccc(CS(=O)(=O)Cc2ccccc2F)o1,0.8%,-7.1%,1.6%,-5.4%,3.6%,-17.5%[9.22 µM],-0.7%
COc1cccc(CN(Cc2ccccc2F)S(=O)(=O)c2ccc(S(=O)(=O)NCc3ccccc3)cc2)c1,-14.8%,-5.9%,5.6%,-15.3%[10 µM],8.1%,-29.5%,2.0%
Cc1cc(C)c2c(c1)/C(=C/C(=O)c1ccc(Br)s1)C(=O)N2,5.9%,1.1%,1.2%,-21.8%,3.5%,-6.0%,-3.4%
CCOc1ccc(C2C(C#N)=C(N)SC(N)=C2C#N)cc1OCC,-7.7%,5.2%,1.0%,-26.6%[10 µM],-2.6%,13.9%,-1.3%
CCCNC(=O)c1ccc2c(=O)c(O)c(-c3ccc(OC)cc3)[nH]c2c1,3.1%,.,5.1%,43.3%[10 µM],?,41.3%[9.22 µM],.
COc1cccc(NC(=S)NNC(=O)Cn2nc(C(F)F)cc2C(F)F)c1,1.9%,6.7%,-5.2%,.,-0.6%,7.6%,-6.9%
O=[N+]([O-])c1cccc(-c2cn(-c3ccccc3)c(=S)[nH]2)c1,-1.0%,.,?,-20.3%,-9.4%,1.6%,-2.9%
COC(=O)c1ccc(/C=N/N2CCN(Cc3ccccc3Cl)CC2)cc1,-3.2%,.,0.8%,25.8%[10 µM],-3.7%,9.1%[9.22 µM],.
CC(C)[C@@H](CC(=O)N[C@@H]1CCNC[C@H]1C(=O)N[C@H](CC(=O)N[C@@H](CCC(=O)O)CC(=O)O)Cc1ccccc1)NC(=O)C[C@H](Cc1c[nH]c2ccccc12)NC(=O)[C@@H]1CNCC[C@H]1N,2.5%,.,3.8%,-1.1%[1.9 µM],.,.,.
CC(c1ccco1)N(C(=O)c1ccc(C#N)cc1)c1ccccn1 (stereo not drawn),5.2%,3.1%,-1.4%,4.4%,2.9%,1.8%,-4.5%
CC(C)COP(=O)(c1ccc(N(C)C)cc1)C(Nc1ccccc1)c1cccnc1 (stereo not drawn),-3.5%,-2.9%,5.1%,-22.5%[10 µM],0.0%,3.0%,-2.6%
Cc1ccc(C)c(NC(=O)Cn2c(=O)n(-c3ccc(CC(=O)NCC4CCCO4)cc3)c(=O)c3ccccc32)c1 (stereo not drawn),1.6%,5.5%[46 µM],16.2%,-13.4%,2.7%,7.6%,3.4%
CN(C)/C=C1/C(=O)N(c2ccc([N+](=O)[O-])cc2)N=C1c1ccccc1,-4.8%,?,10.7%,9.4%[10 µM],-6.2%,-12.8%,-1.8%
O=C1OCCC1Sc1nnc(-c2cccc(Br)c2)o1 (stereo not drawn),1.7%,2.6%,1.0%,-18.6%,-4.6%,-3.4%,2.9%
Cc1ccc(C(=O)/C=C/c2c(C)nn(-c3ccccc3)c2Cl)cc1,-3.4%,?,-12.1%,-8.9%,-4.5%,11.2%,-2.6%
COC(=O)C(NC(C)=O)(Nc1nc2c(s1)CCCC2)C(F)(F)F (stereo not drawn),-3.2%,-5.6%,4.1%,4.9%,-22.0%,?,-0.5%
CC(=O)N1/C(=C/c2ccc(N(C)C)cc2)C(=O)c2ccccc21,-6.5%,.,-10.2%,-70.9%[inhibitor],-9.4%,?,10.3%
CCN(Cc1cnn(C)c1)Cc1nc(C2(c3ccc(C)cc3)CCCC2)no1,-0.1%,.,15.8%,-29.9%,-9.0%,-4.1%,3.9%
N#Cc1c(N)n[nH]c1-c1cc2c([nH]1)CCCC2,-24.8%,-9.5%,-2.9%,-10.8%[10 µM],?,?,-2.0%
OC(COc1ccc2cc(Br)ccc2c1)CN1CCOCC1 (stereo not drawn),1.8%,-6.9%,1.3%,-13.6%[10 µM],0.4%,-24.0%,-0.2%
Cc1cc(C(=O)COC(=O)C2=NN(c3ccccc3)C(=O)CC2)c(C)n1CC(F)(F)F,.,.,8.7%,-16.7%,1.2%,6.3%,-4.5%
COc1cc(NC(=O)Cc2c(C(=O)O)[nH]c3ccccc23)cc(OC)c1OC,2.5%,5.5%,-3.1%,12.5%,5.3%,0.0%,-6.9%
CC(C)CN(C(=O)CN1CCN(c2ccc([N+](=O)[O-])cc2)CC1)c1c(N)n(CC(C)C)c(=O)[nH]c1=O,-6.4%,-9.7%[46 µM],-2.7%,12.0%[10 µM],-21.8%,5.0%,-3.8%
COc1ccc(S(=O)(=O)n2nc(OC(=O)c3c(-c4ccccc4Cl)noc3C)cc2N)cc1,-14.1%,?,17.4%,-24.5%,?,1.5%,2.0%
CC12CC3(O)OC(O1)C1(COC(=O)c4ccccc4)[C@@H]3CC21O[C@@H]1O[C@H](CO)[C@@H](O)[C@H](O)[C@H]1O,-11.4%,.,10.5%,?,.,.,.
OC(COc1ccc(OCC(O)CN2CCCCCC2)cc1)CN1CCCCCC1 (stereo not drawn),-8.0%,4.4%[0.0737 µM],-3.5%,?,1.9%,-20.2%,5.5%
Cc1ccc(C)c(SCC(=O)Nc2nnc(-c3ccccc3)o2)c1,-19.7%,?,1.1%,9.2%[10 µM],-1.5%,6.8%,3.1%

# Profiles, looked up by structure:
# OC(COc1ccc2cc(Br)ccc2c1)CN1CCOCC1 (stereo not drawn) as listed: GAA spleen mod: 1.8%; Lamin A splicing: -6.9%; CBFb-RUNX1 inh: 1.3%; HTT cytoprotect: -13.6%[10 µM]; GAA glycogen: 0.4%; HttQ103 aggreg: -24.0%; GAA inh: -0.2%
# COc1ccc(S(=O)(=O)n2nc(OC(=O)c3c(-c4ccccc4Cl)noc3C)cc2N)cc1 as listed: GAA spleen mod: -14.1%; Lamin A splicing: ?; CBFb-RUNX1 inh: 17.4%; HTT cytoprotect: -24.5%; GAA glycogen: ?; HttQ103 aggreg: 1.5%; GAA inh: 2.0%
# Cc1cc(C(=O)COC(=O)C2=NN(c3ccccc3)C(=O)CC2)c(C)n1CC(F)(F)F as listed: GAA spleen mod: .; Lamin A splicing: .; CBFb-RUNX1 inh: 8.7%; HTT cytoprotect: -16.7%; GAA glycogen: 1.2%; HttQ103 aggreg: 6.3%; GAA inh: -4.5%
